SKN-1 block: blocks SKN-1 activity in C. elegans; inhibition, % at 21.8 µM; 360,000 tested, 0.49% active; AID 624304; C. elegans VP596 Pgst-4::GFP/RFP ratio, acrylamide-induced, 24 h;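 active = interference check ratio from 0.5 to 1.5 plus GFP to RFP signal ratio inhibition reaching or exceeding a fixed threshold, cut at about 30% in these data, passing the limit was not always enough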; note: some compounds called inactive have numbers as strong as hits
MT1-MMP act inh: blocks activation of human MT1-MMP | P50281 | HT1080 RFP-PRO-GFP cells, GFP/RFP ratio fluorescence, overnight; percent of plate control window, DMSO zero | GFP/RFP ratio change, % at 20 µM | 360,000 tested, 0.061% active | AID 651647;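 active = GFP/RFP ratio change of at least 30% with cell ATP level not reduced by more than half and red fluorescence within 50% of control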; note: strong numbers were not always called active
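system = RFP-PRO-GFP reporter HT1080 cells | dosing = 20 µM single dose, 1% DMSO | timing = overnight cell settling, then overnight compound exposure, 37 °C, 5% CO2 | read-out basis = GFP/RFP fluorescence ratio | controls = DMSO and RFP-L50D-GFP cell wells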
CendR NRP1 mod: NRP-1/CendR interaction modulation; FAM-RPARPAR peptide binding to NRP-1, fluorescence polarization; inhibition, % at 25 µM; 360,000 tested, 0.85% active; AID 602438;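 active = inhibition or corrected inhibition above about 18%, plus a signal ratio from 0.5 to 1.5, limit read from the data, passing the limit was not always enough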; note: strong numbers were not always called active
Target sequence (O14786 whole entry, looked up): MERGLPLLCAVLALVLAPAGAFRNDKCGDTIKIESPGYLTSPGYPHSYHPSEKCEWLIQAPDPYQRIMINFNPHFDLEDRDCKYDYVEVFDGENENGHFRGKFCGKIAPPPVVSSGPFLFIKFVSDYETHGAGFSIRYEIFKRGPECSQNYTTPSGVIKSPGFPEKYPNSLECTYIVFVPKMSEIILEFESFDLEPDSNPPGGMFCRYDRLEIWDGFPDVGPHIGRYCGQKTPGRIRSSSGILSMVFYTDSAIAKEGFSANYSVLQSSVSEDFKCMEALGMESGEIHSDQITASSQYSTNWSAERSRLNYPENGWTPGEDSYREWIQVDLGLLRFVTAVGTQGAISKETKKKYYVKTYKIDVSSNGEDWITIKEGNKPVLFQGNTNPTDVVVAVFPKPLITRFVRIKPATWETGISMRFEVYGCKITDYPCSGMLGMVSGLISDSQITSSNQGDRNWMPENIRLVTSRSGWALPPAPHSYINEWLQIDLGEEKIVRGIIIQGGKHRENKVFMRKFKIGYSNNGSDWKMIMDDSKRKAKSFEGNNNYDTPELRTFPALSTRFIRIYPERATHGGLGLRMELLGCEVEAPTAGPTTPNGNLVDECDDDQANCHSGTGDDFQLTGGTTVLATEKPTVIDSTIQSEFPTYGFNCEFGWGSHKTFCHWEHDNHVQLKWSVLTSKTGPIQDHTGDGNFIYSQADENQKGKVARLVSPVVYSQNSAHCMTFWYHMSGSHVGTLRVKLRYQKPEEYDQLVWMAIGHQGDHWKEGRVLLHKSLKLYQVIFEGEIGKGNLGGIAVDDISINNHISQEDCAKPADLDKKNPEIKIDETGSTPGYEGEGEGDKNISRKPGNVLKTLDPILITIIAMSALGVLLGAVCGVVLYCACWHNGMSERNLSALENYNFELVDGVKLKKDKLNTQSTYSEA
Tb MetRS inh: blocks T. brucei methionyl-tRNA synthetase activity. 360,000 tested, 0.4% active. purified T. brucei MetRS, ATP depletion, Kinase-Glo luminescence. inhibition, % at 11.9 µM;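 active = inhibition above a per-plate cutoff of the control wells' mean inhibition plus 3 SD, cut at about 5.5% in these data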;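 note: 0% = DMSO wells median and 100% = median of wells with control inhibitor compound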
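technique = Kinase-Glo luminescence, ATP depletion format | system = purified MetRS (methionyl-tRNA synthetase) enzyme from Trypanosoma brucei | timing = 15 min preincubation, 2 h reaction, all 25 °C | evaluation = percent inhibition versus plate control medians | dosing = single dose, 11.9 µM final nominal, 0.9% final DMSO | also added = substrates ATP, L-methionine and bulk Escherichia coli tRNA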
MLLE-PAM2 inh: inhibitors of microRNA-mediated deadenylation, human PABP1 MLLE binding; P11940; GST-MLLE / FITC-PAM2 fluorescence polarization; inhibition, % at 20 µM; 360,000 tested, 0.36% active; in the data active = inhibition above about 35%, passing the limit was not always enough;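 note: plate controls were DMSO wells with GST-MLLE for no effect and wells lacking GST-MLLE protein for full effect; some results filed as inactive read as strong as hits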
MsrA inhibitor: inhibits bovine methionine sulfoxide reductase A; purified bovine MsrA, absorbance read-out; inhibition, % at 15.5 µM; 360,000 tested, 0.75% active; in the data active = inhibition above about 4.5%;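 note: 0% = vehicle wells with enzyme and 100% = reference inhibitor wells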
FAS TE block: blocks the thioesterase domain of human fatty acid synthase. P49327. recombinant FAS-TE, OMFH fluorogenic substrate, fluorescence endpoint. inhibition, % at 15 µM. 360,000 tested, 0.67% active. AID 602261;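 active = compounds whose normalised, plate-corrected inhibition of enzyme fluorescence in the single-dose primary screen is 50% or more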;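 note: 0% = DMSO with enzyme and 100% = substrate without enzyme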
eLon inh: E. coli protease La inhibition; purified E. coli Lon protease, fluorescence polarization; AID 602123; 360,000 tested, 0.42% active; inhibition, % at 7.94 µM; in the data active = inhibition above about 13%, passing the limit was not always enough;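 note: 0% = enzyme with probe and DMSO and 100% = no enzyme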
MsrA act: bovine methionine sulfoxide reductase A activation; AID 602163; purified bovine MsrA, absorbance read-out; 360,000 tested, 0.3% active; activation, % at 10.6 µM; in the data active = activation above about 7.5%;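 note: 0% = vehicle and 100% = reference activator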
* marks the source's active call; other numbers are inactive results; · = no result given.

SMILES	SKN-1 block	MT1-MMP act inh	CendR NRP1 mod	Tb MetRS inh	MLLE-PAM2 inh	MsrA inhibitor	FAS TE block	eLon inh	MsrA act
COC(=O)C1=C(N)c2c(F)cccc2C1(C#N)c1ccccc1 (stereo not drawn)	23	-2	5	-0.8	-1	1.1	0	-2	-1
Cc1cccc(C)c1NC(=O)CSc1nc(COc2ccccc2)nc2ccccc12	14	-7	-4	-0.4	19	0.8	7	2	-2
CCOc1ccccc1NC(=O)N1CCCN(c2ncccc2C#N)CC1	7	3	2	-0.3	3	0.4	-6	-4	-2
C[C@H]1CN([C@@H](C)CO)C(=O)CCCn2cc(nn2)CO[C@@H]1CN(C)C(=O)Nc1ccnc(N2CCOCC2)c1	-13	4	-6	-0.9	3	-0.9	-5	-3	0
COC(=O)C1=C(C)N(CCCC(=O)O)C(=O)NC1c1ccc(Cl)cc1 (stereo not drawn)	8	0	11	-0.1	-4	-0.5	-8	-9	-1
COc1ccc(Cl)cc1NC(=O)C/C(C)=N/NC(=O)c1ccccc1Cl	33	-1	9	1.6	-3	0.8	-2	-9	-3
Cc1cc(C)c2cc(C#N)c(NCCCN)nc2c1	1	15	-5	-0.2	·	0.5	-4	-8	-1
COCC(=O)N1CCN(c2cccc(C(F)(F)F)c2)CC1	-5	2	13	-0.1	1	-0.3	-2	-6	-2
CCN(CCCNC(=O)C1CCN(S(=O)(=O)N2CCC3(CC2)OCCO3)CC1)c1ccccc1	1	-3	-4	-0.4	-5	0.3	-2	-1	-1
Cc1ccc(Cn2cnc3c(cnn3-c3ccc(F)cc3)c2=O)cc1	-9	1	-3	1.2	8	-0.7	-4	-12	1
CC1(c2ccccc2)CC(c2ccccc2)=Nc2nonc2N1 (stereo not drawn)	13	3	-9	-0.4	3	-0.3	-2	-5	-3
O=C(C1CCC1)N1CCC(c2nc3c(nnn3Cc3c(F)cccc3Cl)c(=O)[nH]2)CC1	-4	-3	9	-0.1	15	-1.3	1	-1	-3
CCOC(=O)CN(C(=O)Cn1nnc2ccccc21)C(C(=O)NCCOC)c1ccccc1C (stereo not drawn)	17	-1	4	-0.7	3	-0.4	-14	-2	-10
COc1cc(C(=O)NCCOc2ccccc2)cc(OC)c1OC	-3	-2	6	-1.4	12	0.7	-3	-11	-8
Cc1cc(C)nc(N2CCC(C(=O)Nc3ccc4c(c3)OCO4)CC2)n1	-4	1	-4	0.3	-2	0.7	1	-4	1
CCn1cc(CCC(=O)NCCc2ccccc2)c2ccccc21	6	1	-5	-0.2	7	-1.3	3	11	-1
Cc1sc2nc(COC(=O)CNC(=O)c3ccc(C(C)(C)C)cc3)[nH]c(=O)c2c1C	-2	0	-20	-0.6	-16	0.4	23	-8	0
CC1=NN(C(=O)c2ccccc2-n2cccc2)C(O)(C(F)(F)F)C1 (stereo not drawn)	7	-13	11	-0.4	-8	-0.1	-8	12	-3
Cc1ccc(NC(=O)c2ccc(NCC3CCCO3)c([N+](=O)[O-])c2)cc1Cl (stereo not drawn)	2	-22	-68	-1.0	-37	-0.9	0	2	-3
CC1CN(C2=NC(=O)/C(=C/c3ccncc3)S2)CC(C)O1 (stereo not drawn)	-3	-1	5	-0.3	-4	3.7	-2	-8	-3
CCNc1nc(-c2cc(C)n(Cc3ccco3)c2C)cs1	5	2	2	0.3	4	0.9	-56	-5	-2
Cc1ccc(O)c(C(=O)c2cnc3c(c2)c(-c2ccc(F)cc2)c(C#N)c(=O)n3C)c1	15	-5	-15	-0.4	0	1.1	41	-1	-4
COc1ccc(F)cc1-c1cc(C(=O)Nc2ccc(C)c(NS(C)(=O)=O)c2)[nH]n1	9	2	1	-0.4	2	-1.9	0	-4	-6
CCSc1ncc(Cl)c(C(=O)Nc2ccccc2F)n1	-1	-4	8	-0.9	7	-0.2	8	5	-3
O=C(Nc1cccc(O)c1)c1cc(S(=O)(=O)N2CCCC2)ccc1Cl	2	13	3	-1.1	6	-0.8	-1	-15	-1
CC(C)c1ccc(CN2CCC2(C)C(=O)Nc2cccc(Oc3ccccc3)c2)cc1 (stereo not drawn)	13	-1	4	-0.4	-2	2.3	29	-5	-3
CC(=O)C1C(c2ccc(C)cc2)c2c(n[nH]c2C)CC1(C)O (stereo not drawn)	-11	-7	5	0.1	-16	-0.8	-6	-4	-1
CCCCN(CCCNC(=O)C1CCN(S(=O)(=O)CC)CC1)c1ccccc1	12	2	1	-0.7	23	0.0	0	-2	0
CCOc1ccc(OCCOCCN2CCc3ccccc3C2)cc1	0	1	-1	-1.2	-15	0.3	-2	-7	-5
COC(=O)c1ccc(COc2cccc(OC)c2)o1	-3	3	-4	-0.3	-5	-0.1	-3	0	-2
CCOc1ccccc1C(=O)OCC(=O)Nc1cccc(S(=O)(=O)N2CCCC2)c1	-27	3	-3	-0.2	-22	0.8	4	-4	-2
COCCNC(=O)C(c1cccs1)N(C(=O)Cn1nnc2ccccc21)c1ccc2c(c1)OCO2 (stereo not drawn)	7	-6	12	-0.2	-7	0.1	3	-1	0
Cc1c(Br)c([N+](=O)[O-])nn1CC(=O)NCc1ccco1	9	3	-1	0.1	-3	-1.2	0	-2	-4
COc1ccc(OC)c(-c2nc(C(=O)NCCCN3CCOCC3)cc3c2[nH]c2ccccc23)c1	-6	3	-7	-1.1	8	0.5	1	0	-1
CC1C(=O)N(Cc2cn(Cc3ccco3)nn2)CCS(=O)(=O)N1Cc1ccc(-c2ccc(F)cc2)cc1 (stereo not drawn)	-2	2	-1	-1.4	-10	-0.9	5	-7	-3
COc1ccc(-c2cc(NC(C)=O)c3ncc(-c4ccc(OC)c(OC)c4)n3c2)cc1OC	2	2	-22	-0.3	-92	0.1	8	-3	-2
CN(C)C(CNC(=O)c1cccs1)c1ccco1 (stereo not drawn)	-9	1	-2	-0.5	2	0.3	-9	3	-4
O=C(O)c1cccc(Cn2c(Cl)c(/C=N/NC(=O)c3cc4ccccc4cc3O)sc2=O)c1	7	3	-168	5.7*	-118	4.9*	2	-5	-6
COc1ccc(C(=O)OCC(=O)NC(=O)NCc2ccccc2)cc1[N+](=O)[O-]	-7	-1	0	0.3	1	0.8	26	-1	-2
Cc1ccc(S(=O)(=O)c2c(C)cc(C)nc2N2CCCCC2)cc1	7	-3	-5	0.7	-10	0.3	18	-4	-1
CCCCNC(=O)C1CCN(Cc2ccc(OCc3ccccc3)cc2)CC1	-6	3	-5	-1.1	-9	-0.4	-1	-8	-2
COc1ccccc1N1CCN(C(=O)C(=O)c2cn(CC(=O)N3CCCC3)c3ccccc23)CC1	11	-1	-1	-0.5	2	0.6	1	-1	-5
CCn1cc(C2=NC(C)(C)CO2)c2ccccc21	-6	1	-5	-0.7	0	0.0	-2	1	-5
CNC(=O)c1cc2ccc(OC)cc2oc1=O	22	3	-1	-0.3	-4	5.2*	-5	-6	-4
Cc1cccc(/C=N/NC(=O)Cn2nccc2C)n1	11	-1	-11	-0.7	11	0.4	-11	-5	1
Cc1ccc(C(=O)Nc2nc3ccccc3n2CCN2CCCC2)cc1	-2	0	-147	-0.8	-10	2.1	-10	-7	-5
COc1cc(C2Nc3ccccc3NC3=C2C(=O)CC(C)(C)C3)cc(OC)c1OC (stereo not drawn)	13	0	6	-0.1	15	4.2	-2	-8	-5
NC(=O)c1c(NC(=S)Nc2ccc(F)cc2)sc2c1CCCC2	4	-1	1	0.0	25	0.5	0	-7	5
O=C(COC(=O)C1=COCCO1)Nc1ncc(C(F)(F)F)cc1Cl	0	1	-1	-0.1	-7	-0.5	-2	5	2
O=C(Nc1cccc(-c2cnc3ccccc3n2)c1)c1cccc(NC(=O)c2ccco2)c1	8	-17	-16	-3.4	3	2.3	16	-10	-14
COc1ccc(Cl)cc1NC(=O)/C=C\C(=O)O	6	1	11	-0.2	14	-0.8	-4	-2	-1
CSC1=C(C#N)C(c2ccc(C(C)C)cc2)CC(=O)N1 (stereo not drawn)	-13	1	-11	-0.7	3	1.0	4	-6	-3
O=C(CN1C(=O)C2C3c4ccccc4C(c4ccccc43)C2C1=O)Nc1cccc(C(=O)O)c1 (stereo not drawn)	2	-9	-9	0.2	-1	-1.7	-9	-10	-6
Cc1nc(C)c(C(=O)N(c2ccc(F)cc2)C(C(=O)NCC2CCCO2)c2ccccc2)s1 (stereo not drawn)	-13	0	13	-0.6	3	-1.2	-5	-2	-3
Nc1cc(N)cc(-c2nc3ccccc3o2)c1	4	1	-20	-0.5	2	-0.5	-2	-2	-3
CC(=O)n1cc(/C=N/NC(N)=S)c2ccccc21	10	3	2	-0.2	10	3.7	-6	4	0
Cc1ccccc1NC(=O)CN1C(=O)NC(C)(CCc2ccccc2)C1=O (stereo not drawn)	3	0	3	-0.2	-6	-0.6	3	9	-2
COCCNC(=O)c1ccc(N2CC3CC(C2)c2cccc(=O)n2C3)c(NC(=O)c2ccccc2Cl)c1 (stereo not drawn)	-2	-1	0	-0.1	2	1.9	0	-6	0
CCCNC(=O)COc1ccc2c(=O)c(Oc3ccccc3F)coc2c1	9	-2	4	-0.4	-2	0.2	-4	1	-5
O=[N+]([O-])c1ccc(N2CCN(Cc3ccccc3)CC2)c(S(=O)(=O)N2CCOCC2)c1	-14	0	30*	-0.7	7	1.2	12	0	-4

Some of the entries so far, with values under each structure.
Values in the order – SKN-1 block, MT1-MMP act inh, CendR NRP1 mod, Tb MetRS inh, MLLE-PAM2 inh, MsrA inhibitor, FAS TE block, eLon inh, MsrA act
Cc1ccc(NC(=O)c2ccc(NCC3CCCO3)c([N+](=O)[O-])c2)cc1Cl (stereo not drawn)
  2, -22, -68, -1.0, -37, -0.9, 0, 2, -3
CC1CN(C2=NC(=O)/C(=C/c3ccncc3)S2)CC(C)O1 (stereo not drawn)
  -3, -1, 5, -0.3, -4, 3.7, -2, -8, -3

More structures.
SMILES	SKN-1 block	MT1-MMP act inh	CendR NRP1 mod	Tb MetRS inh	MLLE-PAM2 inh	MsrA inhibitor	FAS TE block	eLon inh	MsrA act
O=C(CCN1CCN(c2ccccc2)CC1)NNC(=O)c1cccc2ccccc12	2	3	-8	0.5	3	-0.7	-9	3	-3
Cc1c(Cl)c([N+](=O)[O-])nn1CC(=O)NCCCN1CCOCC1	28	-2	-6	0.7	-4	0.6	0	9	-3
CCc1ccccc1N(CC)C(=O)c1cn(C)c(=O)c2cc(OC)c(OC)cc12	11	-1	4	-0.2	-3	1.0	-5	-4	-3
COCCN(C(=O)COC(=O)C(C)(C)Oc1ccc(Cl)cc1)c1c(N)n(Cc2ccccc2)c(=O)[nH]c1=O	13	-5	5	-0.3	-43	1.1	-2	-5	1
O=C1COc2ccc3ccccc3c2CN1	2	7	-1	-1.1	-13	-0.1	-4	3	-3
CN(C)Cc1nc2ccccc2c(=O)n1Cc1nc(-c2cc3ccccc3o2)cs1	7	-2	1	-2.3	15	-1.1	30	2	-11
CCCCC(=O)N(C)c1c(CC)nc2c(OCc3cccc(Cl)c3)cccn12	8	-4	-15	-0.3	-1	0.1	13	4	-3
CS(=O)(=O)Cc1ccc(C(=O)NC2CCCc3ccccc32)cc1 (stereo not drawn)	0	-4	8	-0.4	-8	-0.8	-2	-1	-3
N#Cc1cc2c(nc1SCc1ccccc1)CCC2	-19	4	1	-1.2	9	-0.8	-2	0	-5
NNC(=O)c1csc(-c2ncc(C(F)(F)F)cc2Cl)n1	11	6	1	0.1	-1	0.3	-3	9	-2

Screening results (PubChem)
